# NR5A2 inv ag – inverse agonists of human LRH-1 (NR5A2) | inhibition, % at 3.6 µM | HEK293T StAR-luciferase reporter, LRH-1 transfected, 24 h | O00482 | actives 0.13% (n = 360,000);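 active = inhibition above the mean inhibition of all tested compounds plus 3 SD, cut at about 73% in these data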;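 note: 0% = DMSO wells and 100% = reporter-only cells lacking LRH-1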
# TWEAK Fn14 block – TWEAK-Fn14 signaling inhibition. TWEAK-stimulated Fn14 reporter cells, luciferase luminescence, 8 h. inhibition, % at 10 µM. actives 2% (n = 360,000); in the data active = inhibition above about 50%
# SRC3 inh – inhibits human SRC3 coactivator; inhibition, % at 3.6 µM; HEK293 GAL4-SRC3 luciferase reporter, luminescence; Q9Y6Q9; actives 0.17% (n = 360,000);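 active = inhibition above a per-campaign cutoff, the mean of all compounds plus 3 SD, cut at about 60% in these data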;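 note: 0% = DMSO-treated cells and 100% = gossypol-treated cells at 36 µM; higher means less SRC3-driven luciferase light from the GAL4 reporter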
# Shn3 3UTR inh – Schnurri-3 reporter inhibition in Clone20 osteoblasts. Clone20 osteoblast Shn3 3'UTR firefly luciferase, 24 h. inhibition, % at 12.5 µM. actives 0.52% (n = 360,000). AID 588674;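 active = mean inhibition of at least 75% with every replicate also reaching 75%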;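 note: 0% = median of neutral control wells and 100% = pilot-screen positive control compound; some compounds past the cut are filed as inactive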
# SRC1 inh – human NCOA1 inhibition | Q15788 | HEK293 GAL4-SRC1 luciferase reporter, luminescence | inhibition, % at 3.6 µM | actives 0.12% (n = 360,000) | AID 588354;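 active = inhibition above the campaign mean plus 3 SD, with each screening campaign given its own cutoff, cut at about 60% in these data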;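 note: 0% = DMSO treated cells and 100% = gossypol at 36 µM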
# Target sequence (Q15788 whole entry, looked up, the tested form may be a part): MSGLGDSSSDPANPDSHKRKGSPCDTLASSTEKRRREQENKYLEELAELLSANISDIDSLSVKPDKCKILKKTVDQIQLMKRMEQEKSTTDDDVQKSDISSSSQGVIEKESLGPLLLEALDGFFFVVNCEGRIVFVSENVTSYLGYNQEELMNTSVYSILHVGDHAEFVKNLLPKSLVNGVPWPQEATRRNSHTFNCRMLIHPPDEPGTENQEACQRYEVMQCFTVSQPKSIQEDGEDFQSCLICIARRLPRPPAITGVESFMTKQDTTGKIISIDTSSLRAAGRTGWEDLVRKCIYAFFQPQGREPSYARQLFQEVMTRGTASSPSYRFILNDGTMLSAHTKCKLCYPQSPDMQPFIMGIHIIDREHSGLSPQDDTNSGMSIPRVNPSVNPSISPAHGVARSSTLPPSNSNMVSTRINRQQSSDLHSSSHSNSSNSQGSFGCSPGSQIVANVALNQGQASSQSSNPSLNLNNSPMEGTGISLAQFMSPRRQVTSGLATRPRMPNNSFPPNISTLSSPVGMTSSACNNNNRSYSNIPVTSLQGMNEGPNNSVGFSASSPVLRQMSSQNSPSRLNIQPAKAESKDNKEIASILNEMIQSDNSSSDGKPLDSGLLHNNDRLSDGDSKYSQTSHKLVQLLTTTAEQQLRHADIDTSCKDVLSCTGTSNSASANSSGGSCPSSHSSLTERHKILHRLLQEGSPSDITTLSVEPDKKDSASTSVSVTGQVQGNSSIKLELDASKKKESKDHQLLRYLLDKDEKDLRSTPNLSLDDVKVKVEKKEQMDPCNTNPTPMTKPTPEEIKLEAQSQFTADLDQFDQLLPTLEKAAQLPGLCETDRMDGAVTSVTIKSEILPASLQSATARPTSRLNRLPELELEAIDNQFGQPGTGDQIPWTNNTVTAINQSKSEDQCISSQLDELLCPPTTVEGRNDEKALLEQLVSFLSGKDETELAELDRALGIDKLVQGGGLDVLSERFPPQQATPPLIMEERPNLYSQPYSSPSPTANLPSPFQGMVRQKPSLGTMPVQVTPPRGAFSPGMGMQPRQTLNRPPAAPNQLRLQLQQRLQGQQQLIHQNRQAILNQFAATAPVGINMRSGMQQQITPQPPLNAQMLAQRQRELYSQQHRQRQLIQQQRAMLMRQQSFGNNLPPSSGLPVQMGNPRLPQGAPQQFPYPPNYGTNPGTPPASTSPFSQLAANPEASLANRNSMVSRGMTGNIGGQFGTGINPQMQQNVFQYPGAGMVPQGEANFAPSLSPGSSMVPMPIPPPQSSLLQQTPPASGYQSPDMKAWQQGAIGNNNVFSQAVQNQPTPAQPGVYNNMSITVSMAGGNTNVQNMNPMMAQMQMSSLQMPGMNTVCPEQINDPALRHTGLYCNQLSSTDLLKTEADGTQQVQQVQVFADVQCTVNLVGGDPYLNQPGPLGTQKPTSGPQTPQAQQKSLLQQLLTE
# EBV LMP1 NFkB – Epstein-Barr LMP1 NF-kappaB reporter inhibition; actives 0.69% (n = 350,000); LMP1-induced NF-kappaB luciferase reporter cells, luminescence; AID 504558; inhibition, % at 12.5 µM; in the data active = inhibition above about 41%;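 note: 0% = neutral control wells and 100% = reference inhibitor control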
# COUP-TFII inh – NR2F2 (human) inhibition, primary screen; P24468; HEK293T NGFI-A luciferase reporter, luminescence; inhibition, % at 8.6 µM; actives 0.7% (n = 370,000); AID 686940;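 active = inhibition above a per-plate cutoff, mean inhibition of test wells between control levels plus 3 SD, cut at about 38% in these data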;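 note: cells cotransfected with COUP-TFII expression vector driving the NGFI-A reporter; 0% = median of COUP-TF2 test wells and 100% = reporter-only cells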
# TROY signal inh – inhibitors of TROY-dependent NF-kB signaling. Q293 LMP1-TROYcd NF-kB luciferase reporter, 4 h. inhibition, % at 10 µM. actives 0.98% (n = 360,000);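 active = compounds whose plate-normalised and pattern-corrected inhibition of the luciferase reporter signal at the single screening dose is 50% or more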
# KKLEB tox – counter-screen for CF NF-kB inhibitors: cytotoxicity; activity change (cytotoxicity), % at 5 µM; actives 0.36% (n = 360,000); KKLEB CF airway cells viability, ATPlite luminescence, overnight; hits give low values; cells stimulated with P. aeruginosa culture filtrate;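 active = corrected activity change at or below -50% at 5 µM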
# CF NFkB inh – cystic fibrosis NF-kB activation inhibition | KKLEB NF-kB-GFP reporter, PAF-induced, GFP fluorescence overnight | inhibition, % at 5 µM | actives 0.86% (n = 360,000);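 active = at least 50% inhibition at 5 µM, scaled per plate between neutral and stimulator controls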;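 note: PAF is a Pseudomonas aeruginosa culture filtrate used as stimulus; plate controls were PAF-stimulated DMSO wells for no effect and unstimulated DMSO wells for full effect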
# TRAIL sens C8 – sensitizes caspase-8 expressing cells to TRAIL. NB7+C8 cells + TRAIL, ATPlite viability luminescence. inhibition (viability loss, TRAIL sensitization), % at 10 µM. actives 1% (n = 360,000). AID 624354;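 active = compounds causing at least 50% loss of cell viability in the single-dose screen, relative to plate controls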
# * hit, by the source's call; nt = not tested or not shown. Some of the compounds tested. The share of hits here may be higher or lower than overall.
SMILES,NR5A2 inv ag,TWEAK Fn14 block,SRC3 inh,Shn3 3UTR inh,SRC1 inh,EBV LMP1 NFkB,COUP-TFII inh,TROY signal inh,KKLEB tox,CF NFkB inh,TRAIL sens C8
CCn1nc(C)c(Br)c1C(=O)Sc1ccccc1Cl,4,4,6,3,12,-3,-13,9,0,-9,10
Cc1cccc(Cn2nnc3ccccc32)c1O,-7,1,-22,7,-5,5,8,7,8,-1,7
CCCCCC(=O)N/N=C/c1ccccc1[N+](=O)[O-],-10,0,-21,2,-8,1,5,1,14,16,2
O=C(NCc1cccnc1)c1ccc(Cl)c(S(=O)(=O)Nc2ccccc2C(=O)NCc2cccnc2)c1,1,-1,6,-1,1,-2,30,3,0,-1,-7
CC(OC(=O)CNC(=O)c1ccco1)C(=O)N(C)c1ccccc1 (stereo unspecified),5,15,-6,9,-4,5,7,11,1,-3,0
O=C(/C=C/c1ccccc1)NCCS(=O)(=O)N1CCN(c2ccc(F)cc2)CC1,-2,6,24,4,6,-5,-1,1,-8,19,-1
O=C1[C@H]2[C@@H](C3CC3)N3C(=O)CN(Cc4ccccn4)C(=O)[C@@]3(Cc3ccccc3)[C@H]2C(=O)N1c1ccccc1,-7,11,-30,3,7,3,28,-1,-8,13,1
CCn1c(O)c(C#N)c(C)cc1=O,0,-15,17,-1,5,5,-14,-3,11,-18,-6
O=S1(=O)c2ccc(Br)cc2OC(COCc2ccccc2)CN1Cc1ccccc1 (stereo unspecified),8,7,-6,19,-17,3,-6,2,-22,18,2
N#CC1=C(SCC(N)=O)NC(=O)CC1c1cccc2ccccc12 (stereo unspecified),1,-8,3,-9,-23,7,3,-18,0,16,33
O=c1[nH]c(=S)[nH]c2c1C(c1ccc(Cl)c(Cl)c1)OC(CCc1ccccc1)C2 (stereo unspecified),15,36,nt,nt,nt,nt,-14,39,nt,nt,59*
Cc1cccc(C(=O)Oc2ccc(/C=N/NC(=O)c3ccncc3)cc2)c1,-17,12,12,-9,-26,4,-9,-50,1,-19,-7
CCOC(=O)c1sc(NC(=O)CSC(=S)N2CCOCC2)nc1C,17,11,1,10,-13,-3,-4,7,-2,22,-17
COC(=O)c1ccccc1S(=O)(=O)N(CCCO)Cc1cc2c(C)ccc(C)c2[nH]c1=O,6,17,13,-7,-11,2,1,4,8,-3,14
CCn1cc(/C=C(\NC(=O)c2ccc(OC)c(OC)c2)C(=O)N2CCN(C)CC2)c2ccccc21,3,0,13,-2,-6,5,-7,-12,-6,-1,12
COc1ccc2[nH]c(C)c(CN3CCCCC3)c(=O)c2c1,-12,-7,0,-14,9,10,-9,-1,16,-15,5
c1ccc(Cn2c3ccccc3c3nnc(SCCN4CCCCC4)nc32)cc1,-22,-19,0,-24,-18,nt,2,-35,-3,-10,5
NS(=O)(=O)c1ccc(NC(=S)NCc2ccc3c(c2)OCO3)cc1,9,-26,3,-20,2,2,-9,-3,10,-22,-5
Cc1ccccc1C(=O)NCC(=O)OC(C)C(=O)Nc1ccnn1C(C)C (stereo unspecified),5,-4,4,-4,7,1,16,-6,8,-7,4
Cc1c(Br)c(C(F)(F)F)nn1CC(=O)N(C)C1CCCCC1,2,13,-8,-5,-97,6,2,9,-6,-3,5
COc1ccc(NC(=O)CN(C)C(=O)c2cccc(S(=O)(=O)N3CC4(C)CC3CC(C)(C)C4)c2)cc1 (stereo unspecified),-7,9,16,9,1,5,9,-9,16,-20,-6
COC(=O)CSc1nnc2c3c4c(sc3nc(-n3nc(C)cc3C)n12)COC(C)(C)C4,5,-10,4,-1,3,4,5,15,2,-10,6
CCOc1cc(/C=N/NC(=O)c2nnn(-c3nonc3N)c2C)ccc1OCc1cccc(F)c1,-16,-45,-19,15,-10,-17,9,-10,16,-47,9
O=C(OCC(=O)c1ccccc1Cl)c1cnccn1,4,0,1,6,10,7,0,-8,-5,9,10
COc1ccc(C#Cc2c(-c3ccc(OC)cc3)oc3ccc(-c4ccc5c(c4)OCO5)cc23)cc1,-2,-4,-6,2,-12,-4,-14,-10,12,2,1
C=CCNC(=S)N1CCN(Cc2ccc3c(c2)OCO3)CC1,12,-14,-2,7,6,-10,0,27,7,-4,13
CC(=O)N1CCN(C(=O)c2ccc(-c3ccccc3Cl)o2)CC1,-43,1,-70,-77,-27,-27,-39,-24,8,0,6
O=S(=O)(c1cccc2nsnc12)N1CCN(C/C=C\c2ccccc2)CC1,0,32,17,12,6,0,-8,5,0,-4,8
COc1ccc(-c2n[nH]c3c2CN(C(=O)c2ccc(F)cc2)CC3)cc1,-8,-3,15,-4,10,-1,11,13,13,-10,2
C=CCn1c(SCC(=O)Nc2ccc(F)cc2F)nnc1-c1cnccn1,-63,-13,-33,-38,-75,-6,-18,-30,1,-15,1
COc1cccc(CC(=O)Nc2nc(-c3cccnc3)cs2)c1,-5,11,11,6,19,-4,6,16,-14,15,3
Cc1c(C(C)CCCO)oc(=O)c2c1Oc1c(C)c(C(C)C[C@H](C)O)oc(=O)c1C2 (stereo partly specified),16,15,-8,-1,4,-11,-15,-35,6,-3,-22
O=C(N/N=C/C=C/c1ccccc1)c1cccs1,-28,-9,-3,-15,-3,-6,-6,-17,6,6,1
O=[N+]([O-])c1cc(C(F)(F)F)cc([N+](=O)[O-])c1NCc1cccnc1,11,18,25,9,12,2,7,19,0,16,21
C[C@H]1C=C(C(=O)O)O[C@@H](OCc2ccc(CO)cc2)C1,14,-9,9,7,1,3,-9,9,-3,-6,-10
Cn1c(=O)n(C)c2cc(S(=O)(=O)Nc3ccccc3C(=O)O)ccc21,12,15,-10,-10,-23,0,-8,-2,0,15,-17
Cc1c(C)c2ccc(OCC(=O)NC3CCN(Cc4ccccc4)CC3)cc2oc1=O,-13,-24,-26,3,-6,-1,-29,-7,3,-26,14
N#Cc1cccnc1N1CCN(C(=O)COCC(=O)O)CC1,8,11,1,-12,-52,-5,-7,-5,-4,3,1
CC1CCN(C(=O)CS(=O)(=O)Cc2ccccc2)CC1,-46,8,-43,-46,-55,-4,-48,-33,11,6,0
O=C1OCCN1C(=O)[C@H]1[C@H](c2ccc(Cl)cc2)C(c2ccccc2)=NN1c1ccc(Br)cc1,17,26,-2,1,-2,-4,1,-7,-6,4,-3

# Some of these compounds in order of length of the SMILES, largest number first:
SMILES,NR5A2 inv ag,TWEAK Fn14 block,SRC3 inh,Shn3 3UTR inh,SRC1 inh,EBV LMP1 NFkB,COUP-TFII inh,TROY signal inh,KKLEB tox,CF NFkB inh,TRAIL sens C8
O=[N+]([O-])c1cc(C(F)(F)F)cc([N+](=O)[O-])c1NCc1cccnc1,11,18,25,9,12,2,7,19,0,16,21
Cc1c(C)c2ccc(OCC(=O)NC3CCN(Cc4ccccc4)CC3)cc2oc1=O,-13,-24,-26,3,-6,-1,-29,-7,3,-26,14
Cn1c(=O)n(C)c2cc(S(=O)(=O)Nc3ccccc3C(=O)O)ccc21,12,15,-10,-10,-23,0,-8,-2,0,15,-17

# Additional structures.
SMILES,NR5A2 inv ag,TWEAK Fn14 block,SRC3 inh,Shn3 3UTR inh,SRC1 inh,EBV LMP1 NFkB,COUP-TFII inh,TROY signal inh,KKLEB tox,CF NFkB inh,TRAIL sens C8
COc1ccc(NC(=O)c2scc(S(=O)(=O)C(C)C)c2N)cc1,-151,-14,-81,-108,-78,-30,-64,-37,-1,6,14
Cc1ccccc1C(=O)Nc1ccc(O)cc1C(=O)O,3,-4,13,2,-1,6,-5,20,0,-5,-13
CCC1CCc2c(sc(NC(=O)c3cnccn3)c2C(N)=O)C1 (stereo unspecified),-31,-20,-14,-44,-18,0,-26,-32,-38,65*,9
CS(=O)(=O)N1CCN=C1SCc1cccc(F)c1,-3,8,-14,-16,-3,2,-3,-1,-2,-5,3
CCOC(=O)Cn1c(=O)oc2cc(S(=O)(=O)NCc3ccccn3)ccc21,10,-12,6,-12,-5,11,-5,6,-5,0,-4
Cc1ccc(-c2noc(-c3cccs3)n2)cc1,-177,22,-76,-19,-90,-29,-38,-22,-9,-4,36
CNS(=O)(=O)c1ccc(NC(=O)Nc2ccc3c(c2)OCO3)cc1,-94,-14,-37,-32,-49,-43,-37,-41,9,-19,30
Brc1ccc(OCCN2CCOCC2)cc1,0,-15,4,-7,-10,-15,-2,-1,2,2,3
CC(C)(C)NC(=O)CSc1nncn1-c1ccccc1,1,1,11,-3,1,1,-15,7,4,-4,-2
Cc1ccc(NS(=O)(=O)c2ccc(NS(=O)(=O)c3cccs3)cc2)cc1,13,0,7,-61,-4,-2,-13,-15,7,7,12
Cc1ccc(Nc2nc(-c3ccc(S(=O)(=O)N4CCOCC4)cc3)cs2)cc1,21,-28,9,15,11,9,38*,-8,-8,5,11
CC(=O)Nc1ccc2c(c1)CCCC2,-3,-14,6,7,-4,4,-12,7,-8,11,-13
Cc1ccc(-c2nc3ccccc3c(=O)n2NC(=O)COc2ccccc2)cc1,6,17,4,23,3,0,11,-3,20,-32,11
COC(=O)Cc1ccc(NC(=S)NCc2cccc(OC)c2)cc1,4,-13,0,-6,-15,3,6,-5,1,12,-8
Cn1nnc2c(NCc3ccco3)nccc21,-1,8,-4,-2,-13,0,6,0,9,-11,-13
O=C(NNC(=O)c1cc(-c2ccncc2)nc2ccccc12)c1ccccc1O,20,-21,-4,22,8,15,4,-31,-9,-3,2
Cc1cccc(COCC(Cc2ccccc2)N2CCN(C(=O)c3ccc(Cl)c(Cl)c3)CCC2=O)c1 (stereo unspecified),4,7,-2,-6,-17,2,1,9,-3,6,9
COc1cccc(-c2cnc(NCc3cc(Cl)ccc3O)n2C)c1,-22,-13,9,-1,-17,-17,nt,6,-13,2,7
CCOc1ccccc1N1CCN(Cc2cc3c(cc2[N+](=O)[O-])OCO3)CC1,7,-6,2,11,-4,2,-31,-15,-3,-3,8
COc1ccc(CN(C)C(c2ccccc2)c2nnnn2-c2ccccc2C)c(OC)c1C (stereo unspecified),-7,1,-28,8,9,-7,19,14,-22,10,-1
CCOCCCNS(=O)(=O)c1ccc2c(c1)CCN2C(=O)CC,10,9,13,2,-4,1,5,3,2,-3,-5
CCSc1nc2cc(OC)c(OC)cc2c(=O)n1CCc1ccccc1,3,7,-3,-11,-11,12,7,4,8,9,-1
CCOC(=O)C1CCN(C(=O)COC(=O)/C=C/c2cccc(OC)c2OC)CC1,-17,-6,0,14,-7,-3,-30,5,3,2,-4
CCCCCn1c(CN2CCN(c3cccc(Cl)c3)CC2)nc2c1c(=O)[nH]c(=O)n2C,10,22,3,21,14,-9,1,16,-19,13,4
CCOc1ccc(S(=O)(=O)NCCC(=O)N2CCN(c3ccccc3O)CC2)cc1,5,13,12,6,-5,5,24,9,7,-13,7
O=S1(=O)CCN2C=C(Br)C=C(Br)C2=N1,12,13,-13,8,14,3,-3,13,-1,6,-3
CSCCC(NS(=O)(=O)c1ccc2c(c1)OCCO2)C(=O)N(C)Cc1ccccc1F (stereo unspecified),-6,24,3,16,6,4,20,14,14,-18,2
